Compound activity from PubChem.
SENP7 inh = SENP7 protease inhibitors, primary screen, biochemical, luminescence, uHTS. Sentrin-specific protease 7 (Homo sapiens), Q9BQF6. recombinant SENP7, Z-RLRGG-aminoluciferin luminescence, 40 min. inhibition, % at 5 µM. 330,000 tested, 1.5% active. AID 434973, 2010;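 active = inhibition above about 50% at the single test dose, limit read from the data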;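 also: plate controls were DMSO with enzyme for no effect and no enzyme buffer wells for full effect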
SENP6 inh = SENP6 protease inhibitors, primary screen, biochemical, luminescence, uHTS | Sentrin-specific protease 6 (Homo sapiens), Q9GZR1 | Recombinant SENP6 catalytic domain, aminoluciferin luminescence | inhibition, % at 10 µM | 330,000 tested, 1.8% active | AID 2599, 2010;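 active = inhibition above about 50% at the single tested dose, limit read from the data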;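 also: plate controls were DMSO wells with enzyme for no effect and DMSO wells lacking enzyme for full effect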
Target sequence (Q9GZR1 628-1112 limits assumed): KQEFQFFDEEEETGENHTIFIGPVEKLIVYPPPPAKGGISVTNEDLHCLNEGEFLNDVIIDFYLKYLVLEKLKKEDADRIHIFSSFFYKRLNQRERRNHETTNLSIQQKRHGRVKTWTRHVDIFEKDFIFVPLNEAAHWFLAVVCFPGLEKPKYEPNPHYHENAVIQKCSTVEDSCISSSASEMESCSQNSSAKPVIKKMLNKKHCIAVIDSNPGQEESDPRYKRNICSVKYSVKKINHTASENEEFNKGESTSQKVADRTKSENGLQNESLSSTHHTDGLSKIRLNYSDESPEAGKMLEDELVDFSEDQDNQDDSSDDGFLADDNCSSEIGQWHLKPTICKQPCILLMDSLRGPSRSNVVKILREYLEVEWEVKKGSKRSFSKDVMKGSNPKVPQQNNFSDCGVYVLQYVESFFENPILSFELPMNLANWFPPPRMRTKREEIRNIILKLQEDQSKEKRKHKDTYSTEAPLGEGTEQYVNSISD
HKDC1 inhibitor = HKDC1 hexokinase inhibitors, primary screen, biochemical, fluorescence, uHTS; Q2TB90; recombinant HKDC1, G6PDH/diaphorase resazurin coupled fluorescence; inhibition, % at 20 µM; 340,000 tested, 0.16% active; AID 493160, 2011;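 active = inhibition above about 35% when tested at 20 µM, limit read from the data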;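 also: plate controls were DMSO wells with enzyme for no effect and DMSO wells lacking enzyme for full effect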
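Test system: recombinant HKDC1 (HK5) hexokinase enzyme, produced in-house / Doses: 20 µM test compound, 1% DMSO / Timing: 90 min, room temperature / Detection: G6PDH/diaphorase-coupled fluorescence, 1 mM NADP, 100 µM resazurin, 525/613 nm / Control set: DMSO wells with and without enzyme mix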
SENP8 block-1 = human SENP8 protease inhibitors, primary screen, biochemical, fluorescence, Nedd8 protein substrate, uHTS; AID 602440, 2012; 360,000 tested, 0.64% active; inhibition, % at 20 µM; recombinant SENP8; in the data active = inhibition mostly above about 40%, no sharp cut-off; inactive = mostly below about 27%
Target sequence (Q96LD8 whole entry, looked up): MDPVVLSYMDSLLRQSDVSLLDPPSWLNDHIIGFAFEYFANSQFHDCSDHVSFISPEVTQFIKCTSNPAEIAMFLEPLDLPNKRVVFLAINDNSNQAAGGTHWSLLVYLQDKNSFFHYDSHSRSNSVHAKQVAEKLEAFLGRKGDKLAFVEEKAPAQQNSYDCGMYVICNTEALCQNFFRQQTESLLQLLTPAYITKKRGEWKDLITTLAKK
beta cell repl = inducers of MIN6 beta-cell proliferation, primary screen, ATP luminescence, uHTS; MIN6 cells proliferation, ATPlite luminescence, 48 h; cells starved in 0.2% serum; 100% = growth in 10% serum; proliferation, % at 10 µM; 330,000 tested, 0.29% active;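 active = compounds whose signal lies at least 3.5 SD above the mean of all wells on their plate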;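 also: 0% = DMSO-treated cells in low-serum medium and 100% = 10% serum control; some compounds called inactive have numbers as strong as hits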
PfGluPho inh = PfG6PD enzyme inhibitors, primary screen, biochemical, fluorescence intensity, uHTS; 350,000 tested, 0.78% active; glucose-6-phosphate dehydrogenase-6-phosphogluconolactonase (Plasmodium falciparum 3D7); inhibition, % at 20 µM; PfGluPho enzyme, NADPH resazurin-diaphorase fluorescence;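 active = inhibition reaching at least a set limit at 20 µM in the primary screen, cut at about 59% in these data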;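 also: 0% = DMSO wells with substrate and 100% = DMSO wells lacking glucose-6-phosphate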
UBC13 polyUb = UBC13 polyubiquitin chain formation inhibitors, primary screen, biochemical, TR-FRET, uHTS; Ubiquitin-conjugating enzyme E2 N (Homo sapiens), P61088; inhibition, % at 20 µM; 330,000 tested, 0.47% active; in the data active = inhibition above about 45%, passing the limit was not always enough
Target sequence (P61088 whole entry, looked up): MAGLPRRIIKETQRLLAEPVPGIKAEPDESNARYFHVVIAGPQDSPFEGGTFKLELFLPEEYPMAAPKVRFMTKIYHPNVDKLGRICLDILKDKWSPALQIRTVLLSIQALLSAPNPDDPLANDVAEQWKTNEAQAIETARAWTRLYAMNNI
SENP1 FRET inh = human SENP1 catalytic domain inhibitors, primary screen, biochemical, FRET, uHTS | inhibition, % at 10 µM | recombinant SENP1 catalytic domain, CyPet-SUMO1-YPet FRET cleavage | 360,000 tested, 0.21% active | Sentrin-specific protease 1 (Homo sapiens), Q9P0U3;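 active = inhibition at least 30% at 10 µM, raw YFP signal under a set limit, fluorescence ratio 0.5 to 1.5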;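 also: 0% = enzyme with DMSO and 100% = no enzyme wells; some results filed as inactive read as strong as hits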
Target sequence (Q9P0U3 419-644 limits assumed): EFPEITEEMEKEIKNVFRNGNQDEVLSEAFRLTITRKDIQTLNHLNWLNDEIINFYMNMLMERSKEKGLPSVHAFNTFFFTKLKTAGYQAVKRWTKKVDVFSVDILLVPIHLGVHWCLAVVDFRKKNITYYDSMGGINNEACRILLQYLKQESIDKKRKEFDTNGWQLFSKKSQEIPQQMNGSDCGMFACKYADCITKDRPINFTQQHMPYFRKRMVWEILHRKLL
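Material – human SENP1 catalytic domain · Input – SENP1 enzyme, 20 pM final · Compound dosing – single concentration of 10 µM compound, 0.5% DMSO final · Timing – enzyme reaction for 50 min at room temperature, dark · Measured by – FRET fluorescence in CFP and YFP emission channels · Control set – no-enzyme wells low, DMSO-plus-enzyme wells high control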
SENP8 block-2 = SENP8 protease inhibitors, primary screen, biochemical, luminescence. Sentrin-specific protease 8 (Homo sapiens), Q96LD8. purified SENP8, Z-RLRGG-aminoluciferin cleavage. inhibition, % at 10 µM. 330,000 tested, 1.2% active. AID 2540, 2010; in the data active = inhibition above about 50%
Active calls of the source: *.

How did CCC(C)c1ccccc1N1CC(C(=O)N2CCN(S(=O)(=O)c3ccccc3Br)CC2)CC1=O (stereo not drawn) do in these assays?
SENP7 inh: 6.5; SENP6 inh: 4.6; HKDC1 inhibitor: -4.7; SENP8 block-1: 7.9; beta cell repl: 2.5; PfGluPho inh: 6.6; UBC13 polyUb: 15.0; SENP1 FRET inh: 0.4; SENP8 block-2: 7.8

Results for Cc1ccc2c(c1)N(CC(=O)NC1CCC(C)CC1)C(=O)CO2 (stereo not drawn) ?
SENP7 inh: -2.6; SENP6 inh: -17.1; HKDC1 inhibitor: -4.1; SENP8 block-1: 15.5; beta cell repl: -1.7; PfGluPho inh: 5.4; UBC13 polyUb: 3.8; SENP1 FRET inh: 0.9; SENP8 block-2: -4.5

Results for CCOc1ccc(NC(=O)c2ccc(CSc3nnc(C)s3)cc2)cc1 ?
SENP7 inh: 0.3; SENP6 inh: -3.7; HKDC1 inhibitor: -10.8; SENP8 block-1: 12.5; beta cell repl: -1.8; PfGluPho inh: 0.2; UBC13 polyUb: 6.2; SENP1 FRET inh: 2.0; SENP8 block-2: 0.8

What do the screens show for `O=C(CN1CCC(C(=O)c2cccc(Cl)c2)CC1)Nc1ccc(C(=O)O)cc1`?
SENP7 inh: -2.5; SENP6 inh: -2.0; HKDC1 inhibitor: 0.4; SENP8 block-1: 0.7; beta cell repl: 2.5; PfGluPho inh: -16.9; UBC13 polyUb: -4.0; SENP1 FRET inh: 1.1; SENP8 block-2: 8.9

What do the screens show for `CCC1CCCCN1CCn1c(=S)[nH]c2cc(OC)c(OC)cc2c1=O` (stereo not drawn)?
SENP7 inh: 2.3; SENP6 inh: 9.3; HKDC1 inhibitor: 4.1; SENP8 block-1: 22.7; beta cell repl: -0.6; PfGluPho inh: 15.2; UBC13 polyUb: 12.1; SENP1 FRET inh: -2.7; SENP8 block-2: 4.1

Results for O=C(CSc1nc(-c2ccccc2)cc(C(F)(F)F)n1)N1CCOCC1 ?
SENP7 inh: -7.0; SENP6 inh: -16.3; HKDC1 inhibitor: -1.6; SENP8 block-1: 10.7; beta cell repl: 0.0; PfGluPho inh: 6.2; UBC13 polyUb: -9.7; SENP1 FRET inh: -1.6; SENP8 block-2: -16.7

How did O=C(Nc1cc2ccccc2oc1=O)c1ccccc1 do in these assays?
SENP7 inh: 98.1*; SENP6 inh: -8.6; HKDC1 inhibitor: -14.8; SENP8 block-1: -36.2; beta cell repl: -4.3; PfGluPho inh: 2.8; UBC13 polyUb: 4.8; SENP1 FRET inh: 1.3; SENP8 block-2: 93.9*

Results for CCOC(=O)C(C)Oc1cccc2c(=O)n(CC(=O)Nc3ccc(OCC)cc3)ccc12 (stereo not drawn) ?
SENP7 inh: 2.6; SENP6 inh: -14.5; HKDC1 inhibitor: -6.1; SENP8 block-1: -88.5; beta cell repl: -2.4; PfGluPho inh: -3.0; UBC13 polyUb: -1.0; SENP1 FRET inh: 3.2; SENP8 block-2: 3.6

Results for CN(C)CCCN(C(=O)c1ccc(S(=O)(=O)N2CCCC2)cc1)c1nc2ccc(Br)cc2s1 ?
SENP7 inh: -1.1; SENP6 inh: -10.9; HKDC1 inhibitor: -7.2; SENP8 block-1: 9.3; beta cell repl: -6.8; PfGluPho inh: -2.7; UBC13 polyUb: 70.5*; SENP1 FRET inh: -0.5; SENP8 block-2: -6.7

Results for COc1ccc(NC(=O)CCC(=O)NCCO)cc1 ?
SENP7 inh: -376.6; SENP6 inh: 10.0; HKDC1 inhibitor: -1.1; SENP8 block-1: 3.4; beta cell repl: -1.1; PfGluPho inh: -24.2; UBC13 polyUb: 2.4; SENP1 FRET inh: 1.4; SENP8 block-2: -2.4

How did COc1ccc2[nH]c3c(c2c1)CCN1C(=O)C(CC(=O)NCCc2ccccn2)C[C@H](C(=O)N2CCOCC2)[C@@]31CCC1CCCC1 (stereo partly drawn) do in these assays?
SENP7 inh: 4.5; HKDC1 inhibitor: 1.8; SENP8 block-1: 11.2; PfGluPho inh: 8.8; SENP1 FRET inh: -1.7

What do the screens show for `CCC(=O)Nc1cccc(C2=NOC3(C2)C[C@H](C(N)=O)N(C(=O)c2ccc(Cl)cc2)C3)c1` (stereo partly drawn)?
SENP7 inh: -5.2; SENP6 inh: -4.8; HKDC1 inhibitor: -4.8; SENP8 block-1: 3.8; beta cell repl: -3.7; PfGluPho inh: 6.7; UBC13 polyUb: 6.3; SENP1 FRET inh: 2.6; SENP8 block-2: 1.4

Looked up by structure from the list above, 2 records:
How did O=C(Nc1cc2ccccc2oc1=O)c1ccccc1 do in these assays?
SENP7 inh: 98.1*; SENP6 inh: -8.6; HKDC1 inhibitor: -14.8; SENP8 block-1: -36.2; beta cell repl: -4.3; PfGluPho inh: 2.8; UBC13 polyUb: 4.8; SENP1 FRET inh: 1.3; SENP8 block-2: 93.9*

Results for O=C(CSc1nc(-c2ccccc2)cc(C(F)(F)F)n1)N1CCOCC1 ?
SENP7 inh: -7.0; SENP6 inh: -16.3; HKDC1 inhibitor: -1.6; SENP8 block-1: 10.7; beta cell repl: 0.0; PfGluPho inh: 6.2; UBC13 polyUb: -9.7; SENP1 FRET inh: -1.6; SENP8 block-2: -16.7

More structures follow.
What do the screens show for `Cc1ccccc1-c1nc(CS(=O)CC(=O)NCCCN(C)c2ccccc2)c(C)o1` (stereo not drawn)?
SENP7 inh: -1.8; SENP6 inh: -13.4; HKDC1 inhibitor: 3.4; SENP8 block-1: 16.6; beta cell repl: -0.5; PfGluPho inh: 0.9; UBC13 polyUb: -1.5; SENP1 FRET inh: -2.3; SENP8 block-2: -9.7

How did Cc1ccc(NC(=O)c2cccc(OCc3c(C)noc3C)c2)cc1 do in these assays?
SENP7 inh: 15.7; SENP6 inh: 21.3; HKDC1 inhibitor: -2.6; SENP8 block-1: 13.5; beta cell repl: -2.1; PfGluPho inh: -9.9; UBC13 polyUb: -0.7; SENP1 FRET inh: -0.7; SENP8 block-2: -2.8

Results for Cc1ccc(/C=C/C(=O)N(Cc2cccs2)C2CCS(=O)(=O)C2)cc1 (stereo not drawn) ?
SENP7 inh: -13.8; SENP6 inh: -25.9; HKDC1 inhibitor: -0.3; SENP8 block-1: 11.1; beta cell repl: -1.1; PfGluPho inh: -0.3; UBC13 polyUb: -3.7; SENP1 FRET inh: -0.8; SENP8 block-2: -4.7

Results for CCOC(=O)C1CCN(C(=O)C(=O)Nc2ccc3nc4n(c(=O)c3c2)CCCCC4)CC1 ?
SENP7 inh: -1.1; SENP6 inh: -4.4; HKDC1 inhibitor: -4.8; SENP8 block-1: 8.8; beta cell repl: 3.0; PfGluPho inh: -8.4; UBC13 polyUb: -2.2; SENP1 FRET inh: 3.3; SENP8 block-2: -5.3

Results for Cc1ccc(CC(=O)NCCS(=O)c2ccc(C)cc2)cc1 (stereo not drawn) ?
SENP7 inh: -4.6; SENP6 inh: -4.1; HKDC1 inhibitor: -8.0; SENP8 block-1: 7.8; beta cell repl: -1.1; PfGluPho inh: 13.8; UBC13 polyUb: 3.5; SENP1 FRET inh: 0.8; SENP8 block-2: -6.1

What do the screens show for `Cc1ncc(N=Nc2ccccc2)c(-c2ccccc2)n1`?
SENP7 inh: -3.4; SENP6 inh: -6.2; HKDC1 inhibitor: -4.2; SENP8 block-1: 18.6; beta cell repl: -0.2; PfGluPho inh: -0.6; UBC13 polyUb: -4.5; SENP1 FRET inh: 3.7; SENP8 block-2: -0.9

Results for COc1ccc(NC(=O)c2ccc(NC(=O)c3ccncc3)cc2)cc1 ?
SENP7 inh: -4.2; SENP6 inh: -3.2; HKDC1 inhibitor: 5.6; SENP8 block-1: 9.2; beta cell repl: 0.0; PfGluPho inh: -17.7; UBC13 polyUb: 2.8; SENP1 FRET inh: -2.5; SENP8 block-2: -1.9

What do the screens show for `O=[N+]([O-])c1cc(/C=N/N2CCOCC2)cs1`?
SENP7 inh: 0.6; SENP6 inh: -39.9; HKDC1 inhibitor: -0.1; SENP8 block-1: 16.3; beta cell repl: 6.0; PfGluPho inh: 9.2; UBC13 polyUb: -4.0; SENP1 FRET inh: 1.0; SENP8 block-2: -8.8

How did CN(C)C(=S)NC(=NCc1ccc([N+](=O)[O-])cc1)c1ccccc1 do in these assays?
SENP7 inh: -11.2; SENP6 inh: -3.2; HKDC1 inhibitor: 0.2; SENP8 block-1: 11.3; beta cell repl: -3.3; PfGluPho inh: 39.6; UBC13 polyUb: -2.7; SENP1 FRET inh: 24.0; SENP8 block-2: 0.6

How did CC1=CC(c2ccccc2)=NS(=O)(=O)N1 do in these assays?
SENP7 inh: 5.7; HKDC1 inhibitor: 5.6; SENP8 block-1: -4.0; PfGluPho inh: -8.0; SENP1 FRET inh: 2.6

How did COc1ccc(NC(=O)CSCC(=O)N(C)CC(=O)Nc2cccc3ccccc23)cc1 do in these assays?
SENP7 inh: -1.1; SENP6 inh: -9.2; HKDC1 inhibitor: -4.7; SENP8 block-1: 0.0; beta cell repl: -1.4; PfGluPho inh: -6.0; UBC13 polyUb: 6.0; SENP1 FRET inh: -0.1; SENP8 block-2: -4.7

Results for O=C(CCC1CCCC1)N=C1SC2CS(=O)(=O)CC2N1c1ccccc1F (stereo not drawn) ?
SENP7 inh: 9.9; SENP6 inh: 3.0; HKDC1 inhibitor: -4.8; SENP8 block-1: 5.3; beta cell repl: -2.9; PfGluPho inh: -3.2; UBC13 polyUb: -5.2; SENP1 FRET inh: -0.9; SENP8 block-2: 5.9

What do the screens show for `O=C(Nc1nc(=S)ss1)c1ccc(Cl)cc1Cl`?
HKDC1 inhibitor: -2.7; SENP8 block-1: 9.6; PfGluPho inh: 46.1; SENP1 FRET inh: 0.9

Results for C/C(=N\NS(=O)(=O)c1ccc([N+](=O)[O-])cc1)c1c[nH]c2ccccc12 ?
SENP7 inh: 11.0; SENP6 inh: -12.7; HKDC1 inhibitor: -0.9; SENP8 block-1: 6.6; beta cell repl: -0.3; PfGluPho inh: -6.0; UBC13 polyUb: -9.0; SENP1 FRET inh: 1.7; SENP8 block-2: -5.0

How did O=C(Nc1ccc(Cl)cn1)C1CCN(c2ncnc3c2nc2n3CCCCC2)CC1 do in these assays?
SENP7 inh: 1.6; SENP6 inh: 6.9; HKDC1 inhibitor: 6.1; SENP8 block-1: 11.6; beta cell repl: 0.8; PfGluPho inh: -11.6; UBC13 polyUb: 10.4; SENP1 FRET inh: 1.8; SENP8 block-2: 6.2

What do the screens show for `CC(=O)Nc1c(O)nc(SCC(=O)Nc2nnc(CC(C)C)s2)[nH]c1=O`?
SENP7 inh: -5.1; SENP6 inh: -10.6; HKDC1 inhibitor: -11.1; SENP8 block-1: 16.4; beta cell repl: 1.5; PfGluPho inh: -5.8; UBC13 polyUb: 3.4; SENP1 FRET inh: -0.2; SENP8 block-2: 1.8

What do the screens show for `CC(C)C[C@@H](CSc1ccccc1)N1CCN(CCc2ccccc2)CCC1=O`?
SENP7 inh: -4.1; SENP6 inh: -9.8; HKDC1 inhibitor: -2.9; SENP8 block-1: 0.3; beta cell repl: -6.3; PfGluPho inh: 13.2; UBC13 polyUb: 10.3; SENP1 FRET inh: -7.3; SENP8 block-2: -6.5
